Bioassay records (PubChem BioAssay)
TSG101-PTAP inh: blocks PTAP binding to human TSG101, validation; Q99816; Fluorescence polarization, FITC-PTAP peptide/Tsg101, 20 min; Potency, µM (doses to about 115 µM), inactives show top-dose activity change, negative = inhibition, hits mostly inhibitors; 44,000 tested, under 10 active; AID 1347069; further: potency means the concentration at half of the fitted maximal effect; 0% is about no effect
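qHTS FP binding, 20 min r.t.: 10 uM Tsg101 domain + 50 nM FITC-PTAP peptide, pH 7.5 HEPES buffer with TCEP and EDTA.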
p53null 39C tox: p53 null cell cytotoxicity, nonpermissive temperature | H1299 p53-null (neo) cells, 39C, ATPlite viability, 24 h | actives 0.97% (n = 55,000) | AID 904 | Potency, µM (doses to about 46.1 µM), for the others: top-dose activity, negative = cell killing, actives largely listed as cytotoxic;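 further: potency means the concentration at half of the fitted maximal effect; 0% = DMSO only and -100% = full killing by 100 µM tamoxifen; nearly all actives have a fitted effect of over 50% in size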
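Temperature-shift cytotoxicity format: compound titrations on p53-null or A138V-expressing H1299 cells held 24 hr at 39C, cell ATP then measured, AC50 from Hill model.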
B2AR arrestin ag: agonists recruiting beta-arrestin to human beta2-adrenergic receptor. P07550. HTLA Tango cells, beta-arrestin recruitment, luciferase luminescence, 18 h. Potency, µM (doses to about 46.1 µM), for inactives: at the top dose activation, hits mostly activators. 44,000 tested, under 10 active;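 further: potency means the concentration at half of the fitted maximal effect; 0% = DMSO and full agonism = EC100 isoproterenol or metaproterenol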
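Luminescence read-out: arrestin recruitment to recombinant beta2-AR releases tTA, inducing luciferase. Cells exposed 18 hr at 37 degrees C to up to 46 microM compound; %Activity from corrected signal, concentration-response curves classified by r2, magnitude and efficacy.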
FH mod: Identification of activators of human fumarate hydratase by quantitative high-throughput screening | FH coupled MDH/diaphorase resazurin fluorescence, 15 min | Fumarate hydratase, mitochondrial (Homo sapiens), P07954 | Potency, µM (highest dose often 79.9 µM), inactives show at the top dose activity change, negative = inhibition, actives largely listed as inhibitors | actives 0.22% (n = 54,000); further: potency means the concentration at half of the fitted maximal effect; on the % scale 0 is the no-effect control and ±100 the full control effect; the screen sought activators but most active calls are inhibition curves; nearly all actives have a fitted effect of over 45% in size
Target sequence (P07954 whole entry, looked up): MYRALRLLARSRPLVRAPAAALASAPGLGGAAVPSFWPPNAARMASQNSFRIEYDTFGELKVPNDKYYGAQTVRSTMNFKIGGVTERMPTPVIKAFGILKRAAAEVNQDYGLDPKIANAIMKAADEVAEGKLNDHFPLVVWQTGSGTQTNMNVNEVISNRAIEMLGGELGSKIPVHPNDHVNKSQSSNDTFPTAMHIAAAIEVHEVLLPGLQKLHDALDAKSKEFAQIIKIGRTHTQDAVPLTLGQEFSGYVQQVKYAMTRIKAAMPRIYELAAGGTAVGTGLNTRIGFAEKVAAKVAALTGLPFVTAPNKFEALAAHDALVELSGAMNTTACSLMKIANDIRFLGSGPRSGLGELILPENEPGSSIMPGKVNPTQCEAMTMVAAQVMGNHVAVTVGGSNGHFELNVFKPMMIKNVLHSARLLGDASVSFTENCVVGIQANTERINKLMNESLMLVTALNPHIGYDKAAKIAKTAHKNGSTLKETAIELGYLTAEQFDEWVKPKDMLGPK
p53null 32C kill: p53 null cell cytotoxicity, permissive temperature | Potency, µM (series often up to 46.1 µM), for inactives: at the highest dose activity change, negative = cytotoxicity, hits mostly cytotoxic | AID 903 | H1299-neo p53 null cells, ATP luminescence, 24 h, 32C | actives 0.62% (n = 55,000);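 further: potency means the concentration at half of the fitted maximal effect; 0% = DMSO only and -100% = full killing by 100 µM tamoxifen; nearly all actives have a fitted effect of over 55% in size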
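H1299-neo (p53 null) cells, 600/well, treated 24 h at 32C with compound up to 46 uM; ATPlite luminescence viability, normalized to DMSO and 100 uM tamoxifen; AC50 by Hill fit.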
GALK inh: GALK (human) enzyme inhibition. P51570. Potency, µM (titrated, usually from 57.5 µM), without a hit: at the top dose activity, negative = inhibition, usual class: inhibitors. AID 1347072. recombinant GALK, Kinase-Glo ATP luminescence, 1 h. 44,000 tested, under 10 active;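 further: plate controls were full GALK reaction for no effect and reaction lacking GALK for full effect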
Target sequence (P51570 whole entry, looked up): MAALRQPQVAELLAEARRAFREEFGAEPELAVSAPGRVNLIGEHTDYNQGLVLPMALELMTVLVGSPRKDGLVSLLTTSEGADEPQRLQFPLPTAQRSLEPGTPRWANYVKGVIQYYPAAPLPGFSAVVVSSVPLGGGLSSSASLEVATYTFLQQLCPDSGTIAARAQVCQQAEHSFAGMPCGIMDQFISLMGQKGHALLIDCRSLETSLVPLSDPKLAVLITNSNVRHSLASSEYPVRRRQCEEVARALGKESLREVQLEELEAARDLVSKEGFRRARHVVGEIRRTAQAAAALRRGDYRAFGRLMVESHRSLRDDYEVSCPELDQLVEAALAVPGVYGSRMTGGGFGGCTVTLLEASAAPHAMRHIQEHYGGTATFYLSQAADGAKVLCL
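5 nM GALK; 35 uM ATP; 100 uM D-galactose; 20 mM HEPES pH 8.0, 5 mM MgCl2, 60 mM NaCl, 1 mM DTT, 0.01% BSA; 1 h RT; Kinase-Glo Plus luminescence.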
NTMT1 inh: inhibitors of human N-terminal methyltransferase NTMT1. NTMT1 MTase-Glo SAH luminescence, purified enzyme. Q9BV86. Potency, µM (series often up to 114 µM), for inactives: top-dose activity change, negative = inhibition, most hits filed as inhibitors. AID 1645870. actives 2.5% (n = 59,000);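 further: potency means the concentration at half of the fitted maximal effect; plate controls were DMSO vehicle for no effect and no enzyme for full effect; nearly all actives have a fitted effect of over 65% in size; many of its hits are not listed in these tables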
Active calls of the source: *; u = inconclusive; x = no result given; [ ] = remark or other dose. The call rests on the fitted dose curve; in most records, active means well fitted curve in the direction sought with a large enough effect; inconclusive means small, poorly fitted or top-dose-only effect, or another doubt; inactive means no such curve, though single readings can be large; an effect the other way counts as inactive or inconclusive. Not all compounds are listed, so the mix of outcomes need not match the whole.

SMILES	TSG101-PTAP inh	p53null 39C tox	B2AR arrestin ag	FH mod	p53null 32C kill	GALK inh	NTMT1 inh
Nc1ncc(S(=O)(=O)NCc2ccccc2F)cn1	0%	24%	0%	-5%	1%	2%	0%
CCOC(=O)c1c(C)oc2ccc(N(C(=O)c3ccncc3)S(=O)(=O)c3ccc(F)cc3)cc12	-1%	31%[activator]	-2%	-21%	27%	0%	16%
COc1ccc(Cl)cc1NC(=O)c1ccc(CN2C(=O)CCn3nc(C)cc32)cc1	-2%	-16%	0%	-2%	-8%	2%	4%
COc1cccc(CNC(=O)C2CCCN(c3ncnc4onc(-c5ccc(F)cc5)c34)C2)c1 (centres undefined)	1%	-28%	2%	-17%	-1%	1%	u
Cc1ccc(C(=O)COC(=O)CCC(=O)Nc2ccc(Oc3ccccc3)cc2)cc1	-1%	-5%	-2%	-36%	0%	2%	17%
Cc1ccc(CNc2ncnc3onc(C)c23)cc1	0%	-11%	-1%	-12%	3%	4%	1%
CCCCNc1nc(Oc2ccc(=O)n(C)n2)nc(N(C)C)n1	3%	-18%	-1%	4%	-1%	u	2%
CCCCN(C)C(=O)Cn1ncc2c([nH]c3ccc(C)cc32)c1=O	0%	-11%	1%	-2%	-1%	3%	10%
COc1ccc(O)c(C2=Nc3ccccc3N=C(c3ccccc3)C2)c1	-1%	-24%	0%	-12%	-4%	0%	7%
O=C(c1cnc(N2CCOCC2)c2ccccc12)N1CCN(c2ccccc2F)CC1	-1%	-4%	-1%	-1%	-3%	2%	13%
COc1ccc(CNc2nc(-c3ccc(OC)c(OC)c3)cc(C(F)(F)F)n2)cc1	0%	u	1%	-25%	26%	5%	8%
OCCN1CCN(C(c2ccc(Cl)cc2Cl)c2sc3nc(-c4ccco4)nn3c2O)CC1 (centres undefined)	-5%	37%[activator]	-2%	-5%	2%	0%	-2%
O=C(O)Cc1sc(Nc2ccccc2)nc1-c1ccccc1	0%	-28%	1%	-8%	-4%	1%	-1%
CC1CCN(S(=O)(=O)c2ccc3c(c2)N(CC(=O)O)C(=O)CO3)CC1	-1%	1%	0%	-1%	-4%	-5%	-23%
Cc1ccc(-n2c(-c3ccco3)nc3c(cnn3-c3ccccc3Cl)c2=O)cc1	-6%	-13%	0%	-17%	-5%	-1%	2%
Cc1ccc(NC(=O)C2Cc3ccccc3N2C(=O)c2ccccc2)cc1Cl (centres undefined)	0%	-17%	0%	-10%	-5%	-1%	u
CCOc1cccc2sc(N3CCN(C(=O)C4CC4)CC3)nc12	-7%	8%	-4%	-11%	-5%	-7%	-6%
Cc1ccc(-n2nnc(-c3nsc(NC(=O)c4ccccc4)n3)c2C)cc1	-3%	19%	5%	-7%	10%	-2%	-8%
Cc1c(C(=O)N(C)C)sc2c1c(=O)n(-c1ccc(Cl)cc1)c(=O)n2CC(=O)C(C)(C)C	-1%	-6%	-3%	-1%	-3%	1%	-1%
COC(=O)c1cccnc1-n1c(=O)c2cccnc2n(CC(=O)Nc2c(C)cc(C)cc2C)c1=O	6%	-9%	1%	-4%	6%	2%	9%
CCN(c1ccccc1)S(=O)(=O)c1ccc(F)c(C(=O)Nc2ccc(C)cc2)c1	-2%	15%	4%	-25%	-4%	-6%	-1%
CC(C)CC1Nc2ccc(C(=O)NCCCOC(C)C)cc2NC1=O (centres undefined)	1%	-7%	0%	5%	13%	2%	-10%
COc1cc(OC)c(NC(=O)N2CCOc3ccc(C)cc32)cc1Cl	1%	-1%	-1%	-29%	7%	0%	9%
CCOc1ccc(NC(=O)Cn2nc(CC)n3c(cc4sccc43)c2=O)cc1	-6%	-2%	1%	1%	-1%	5%	0%
CCOC(=O)c1cc(-c2ccc(C)cc2)n(CCC(=O)NCc2ccccc2)c1C	-1%	-4%	0%	-23%	6%	5%	15%
CC1CCCN(c2ncnc3c2cnn3-c2ccc(F)cc2)C1 (centres undefined)	-2%	u	-1%	-1%	2.8µM*	2%	-21%
COc1ccc(NC(=O)Nc2cccc(OCc3cc(=O)n4cccc(C)c4n3)c2)c(OC)c1	0%	-7%	0%	-8%	-4%	2%	-3%
Cc1cccc(OCCSc2nc3ccc(NC(=O)COc4ccccc4)cc3s2)c1	-4%	3%	-4%	-21%	-15%	-5%	10%
Cc1ccc(-n2ncc3c(=O)n(Cc4cccc(Cl)c4)cnc32)cc1C	0%	-2%	-2%	-1%	-1%	u	7%
O=C(Nc1ccc(OC(F)(F)F)cc1)C(NS(=O)(=O)c1cccc2nsnc12)c1ccccc1 (centres undefined)	0%	u	1%	u	3%	8%	10%
CC(=O)N1CCc2c(sc3c2c(=O)n(CCc2ccccc2)c(=O)n3CC(=O)Nc2ccc(C)c(F)c2)C1	-4%	13%	1%	-22%	9%	-1%	6%
COc1ccc2nc3oc(C(=O)NCc4ccccc4OC)cc3cc2c1	-7%	2%	0%	-9%	12%	8%	-29%
COc1ccc(N(Cc2cccs2)C(=O)c2ccc(Br)o2)cc1	-2%	6%	-4%	-41%	13%	-7%	-15%
CN(Cc1ccccc1)c1nnc(NC(=O)Nc2cccc(Br)c2)s1	-8%	47%[activator]	-3%	-19%	1%	0%	9%
O=C(NCc1ccccc1)c1ccc(CS(=O)(=O)c2c(Cl)cccc2Cl)o1	-2%	-10%	-1%	-2%	-2%	-2%	u
CC(O)CNc1nc2c(c(=O)n(Cc3ccc(Cl)cc3)c(=O)n2C)n1C (centres undefined)	-1%	-6%	1%	-1%	-2%	-1%	2%
COc1ccc2nc(NC(=O)c3ccc(S(=O)(=O)N4CCC(C)CC4)cc3)sc2c1	0%	0%	0%	7%	-1%	-7%	2%
O=C(Nc1ccc(S(=O)(=O)N(Cc2ccccc2)c2ccccc2)cc1)c1ccc([N+](=O)[O-])cc1	-4%	2%	-4%	-10%	-9%	0%	-4%
COc1ccc(Br)cc1CNC(=O)CCSCc1ccc(C)cc1	-5%	19%	1%	-16%	5%	-1%	18%
CCOC(=O)c1ccc(NC(=O)CC2C(=O)N(c3ccccc3)C(=O)N2C2CCCCC2)cc1 (centres undefined)	1%	10%	0%	-15%	5%	7%	5%
Cc1ccc(-n2ncc(C(=O)N(C)Cc3ccccc3)c2-n2cccc2)cc1	-5%	26%	-1%	x	20%	0%	x
Cc1cc(C)cc(NC(=O)Cn2c(=O)c3ccccc3n3nncc23)c1	-7%	34%[activator]	1%	0%	u	0%	13%
Cc1cc2oc(=O)cc(C)c2c2occ(-c3ccc(Cl)cc3)c12	-10%	11%	-1%	0%	3%	-11%	14%
CCOC(=O)C1CCN(S(=O)(=O)c2cc(Br)cc3c2N(C(=O)CC)CC3)CC1	1%	37%[activator]	0%	-12%	-6%	1%	27%
CCc1ccc(S(=O)(=O)c2nnn3c2nc(NCc2cccs2)c2sccc23)cc1	-1%	-20%	0%	-7%	-4%	-1%	0%
CCC(Sc1nc2ccccc2c(=O)n1CCc1ccc(OC)c(OC)c1)C(=O)N(CC)CC (centres undefined)	-2%	-5%	-2%	u	16%	0%	-22%
CCN(c1ccccc1)S(=O)(=O)c1nnc(NC(=O)c2ccco2)s1	1%	1µM*	0%	8%	u	3%	6%
Cc1ccc(NC(=O)c2ccc3[nH]c(C)cc(=O)c3c2)c(C)c1	-3%	-5%	-2%	1%	-11%	-9%	-1%
CCOC(=O)C1CCCN(C(=O)c2ccccc2NC(=O)c2nsc3ccccc23)C1 (centres undefined)	-3%	-15%	1%	-21%	-3%	-1%	-2%
Cc1ccc(NC(=O)CCSCCc2ccccn2)cc1	0%	13%	0%	0%	8%	0%	u

(next part)
SMILES	TSG101-PTAP inh	p53null 39C tox	B2AR arrestin ag	FH mod	p53null 32C kill	GALK inh	NTMT1 inh
COc1ccc(NC(=O)CCn2c(=O)c3cccn3c3cccnc32)cc1Cl	5%	-23%	-1%	0%	-3%	-9%	10%
Cn1c(COc2ccccc2C(C)(C)C)nc2ccccc21	1%	-1%	0%	-20%	10%	-2%	-6%
O=C(CC1N=C2c3ccccc3N=C(SCC(=O)Nc3ccccc3F)N2C1=O)NCc1ccc2c(c1)OCO2 (centres undefined)	1%	u	0%	-11%	-4%	0%	-4%
Cc1ccc(N2C(=O)C(CC(=O)Nc3ccccc3)N(CCC3=CCCCC3)C2=O)cc1 (centres undefined)	1%	u	0%	u	-5%	1%	4%
CCN(CC)c1ccc(NC(=O)C2CCN(S(=O)(=O)c3cnc[nH]3)CC2)c(C)c1	-1%	8%	1%	-8%	-2%	-1%	u
CCc1ccc(CN(Cc2ccco2)C(=O)c2ccc(C)cc2)cc1	0%	-5%	-2%	-15%	24%	7%	-4%
COC(=O)c1scc(-c2ccc(C)cc2)c1S(=O)(=O)N1CCN(c2ccc(C(C)=O)cc2)CC1	1%	6%	3%	u	-6%	0%	u
Cc1ccc(C)c(Cn2nc(-c3cc(C)ccc3C)ccc2=O)c1	-6%	-4%	0%	u	-6%	-7%	-9%
CC(C)CN(CC(C)C)CC(O)Cn1cc(/C=C/C(=O)c2ccccc2)c2ccccc21 (centres undefined)	5%	-1%	-2%	-19%	-3%	-2%	5%
COC(=O)c1ccc(Cl)cc1NC(=O)N1CC=C(c2c[nH]c3ccccc23)CC1	51%[activator]	11%	-1%	-12%	11%	0%	u
Cc1cc(C)c2nc(N(Cc3cccnc3)C(=O)CCS(=O)(=O)c3ccccc3)sc2c1	3%	4%	-3%	4%	-12%	-8%	-5%
CCCN1C(=O)C(O)(CC(=O)c2ccc(CC)cc2)c2ccccc21 (centres undefined)	1%	27%	-2%	-8%	11%	-2%	9%
O=C(CSc1nc(-c2ccco2)nc2cc(=O)[nH]n12)Nc1ccccc1F	-4%	-14%	0%	x	5%	-3%	x
CCn1c(CN2CCOCC2)nc2cc(NC(=O)c3cc(OC)c(OC)c(OC)c3)ccc21	-1%	-16%	-3%	-2%	-5%	u	10%
Cc1ccc(-c2ccc(CCC(=O)O)n2-c2ccc(C(C)C)cc2)cc1	-2%	16%	-1%	-26%	8%	-2%	u
Cc1cccc(NC(=O)C(=O)NCC(c2cccnc2)N2CCc3ccccc32)c1C (centres undefined)	0%	1%	1%	-8%	2%	-3%	1%

Arranged by SMILES length (low to high): part of the list above
SMILES	TSG101-PTAP inh	p53null 39C tox	B2AR arrestin ag	FH mod	p53null 32C kill	GALK inh	NTMT1 inh
CCCN1C(=O)C(O)(CC(=O)c2ccc(CC)cc2)c2ccccc21 (centres undefined)	1%	27%	-2%	-8%	11%	-2%	9%
O=C(CSc1nc(-c2ccco2)nc2cc(=O)[nH]n12)Nc1ccccc1F	-4%	-14%	0%	x	5%	-3%	x
Cc1cccc(NC(=O)C(=O)NCC(c2cccnc2)N2CCc3ccccc32)c1C (centres undefined)	0%	1%	1%	-8%	2%	-3%	1%
COC(=O)c1ccc(Cl)cc1NC(=O)N1CC=C(c2c[nH]c3ccccc23)CC1	51%[activator]	11%	-1%	-12%	11%	0%	u
CCn1c(CN2CCOCC2)nc2cc(NC(=O)c3cc(OC)c(OC)c(OC)c3)ccc21	-1%	-16%	-3%	-2%	-5%	u	10%
